# TDP1 cell noCPT – qHTS for Inhibitors of human tyrosyl-DNA phosphodiesterase 1 (TDP1): qHTS in cells in absence of CPT. DT40 Tdp1-/- hTDP1 cells, no CPT, ATP luminescence, 48 h. Potency, µM (top dose mostly 46.2 µM), for inactives: at the highest dose activity change, negative = growth inhibition, hits mostly inhibitors. 15% of 420,000 active. AID 686978, 2013; note: nearly all actives have a fitted effect of over 55% in size
#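 DT40 Tdp1-/-;hTDP1 cells, no CPT (DMSO vehicle only), 400 cells/well; compounds pin-transferred; ≥48 hr, 37 °C; CellTiter-Glo 30 min RT dark, luminescence read.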
# DT40 TDP1 CPT – qHTS for Inhibitors of human tyrosyl-DNA phosphodiesterase 1 (TDP1): qHTS in cells in presence of CPT; chicken DT40 Tdp1-/-;hTDP1 cells + 20 nM CPT, ATP luminescence, 48 h; Potency, µM (series often up to 46.2 µM), for the others: top-dose activity change, negative = growth inhibition, hits mostly inhibitors; 12% of 420,000 active; AID 686979, 2013; note: nearly all actives have a fitted effect of over 55% in size
#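 Chicken DT40 Tdp1-/- cells stably complemented with human TDP1 were seeded at 400 cells/well in medium containing 20 nM camptothecin, exposed to pin-transferred compounds, and grown at 37 °C for at least 48 hr. Viability was read as ATP luminescence.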
# KAT2A inh – qHTS Assay for Inhibitors of GCN5L2; Histone acetyltransferase KAT2A (Homo sapiens), Q92830; GCN5L2 HAT assay, ThioGlo1 CoA-SH fluorescence; Potency, µM (highest dose often 58.9 µM), for the others: at the highest dose activity change, negative = inhibition, most hits filed as inhibitors; 0.21% of 390,000 active; AID 504327, 2011
# Target sequence (Q92830 whole entry, looked up): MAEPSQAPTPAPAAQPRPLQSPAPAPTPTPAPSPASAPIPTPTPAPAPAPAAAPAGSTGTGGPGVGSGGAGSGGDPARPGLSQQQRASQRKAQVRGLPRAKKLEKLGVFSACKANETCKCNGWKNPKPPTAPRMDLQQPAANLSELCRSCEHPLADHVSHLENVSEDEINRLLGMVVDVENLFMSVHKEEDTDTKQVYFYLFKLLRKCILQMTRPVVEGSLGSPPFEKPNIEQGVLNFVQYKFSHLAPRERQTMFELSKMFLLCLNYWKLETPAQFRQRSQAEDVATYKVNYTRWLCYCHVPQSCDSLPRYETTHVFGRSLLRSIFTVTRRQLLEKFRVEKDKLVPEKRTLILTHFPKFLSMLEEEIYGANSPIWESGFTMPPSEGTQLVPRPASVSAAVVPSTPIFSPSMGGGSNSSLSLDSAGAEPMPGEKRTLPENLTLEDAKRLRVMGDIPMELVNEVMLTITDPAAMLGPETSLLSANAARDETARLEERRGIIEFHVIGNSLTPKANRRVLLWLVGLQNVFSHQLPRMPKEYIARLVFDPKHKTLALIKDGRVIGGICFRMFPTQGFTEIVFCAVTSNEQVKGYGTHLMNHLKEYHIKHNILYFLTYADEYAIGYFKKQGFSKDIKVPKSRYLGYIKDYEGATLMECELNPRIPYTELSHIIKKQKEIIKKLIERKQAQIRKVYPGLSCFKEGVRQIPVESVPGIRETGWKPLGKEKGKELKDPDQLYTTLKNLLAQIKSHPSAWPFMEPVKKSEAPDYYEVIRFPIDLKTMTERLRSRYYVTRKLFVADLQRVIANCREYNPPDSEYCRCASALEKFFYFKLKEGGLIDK
#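 Enzyme at 20nM final was mixed with library compounds for 15 min at room temperature. Peptide H3(1-25) at 75uM, acetyl-CoA at 70uM and ThioGlo1 at 50uM were then added. Plates were read immediately and after 20 min (Ex340nm/Em540nm).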
# The depositor's hits bear a star; u = inconclusive; x = no result given; [ ] = dose if it differs, or a comment. Calls come from the whole dose curve; as a rule, active = well fitted curve in the direction sought with a large enough effect; inconclusive = small, poorly fitted or top-dose-only effect, or another doubt; inactive = no such curve, though single readings can be large; an effect the other way counts as inactive or inconclusive. % is set by controls: 0 for no effect and ±100 for the full control effect; potency is the fitted concentration of half-maximal effect.
SMILES,TDP1 cell noCPT,DT40 TDP1 CPT,KAT2A inh
CC(Oc1ccccc1)C(=O)N=C1SC2CS(=O)(=O)CC2N1Cc1ccccc1 (configuration not stated),13%,-3%,-8%
COC(=O)c1sccc1S(=O)(=O)Nc1ccc(N2CCCCC2)cc1,16µM*,u,-14%
COc1cccc(-c2ccc(NC(=O)C3CCCN(Cc4cnc(N(C)C)s4)C3)cc2)c1 (configuration not stated),23µM*,18µM*,u
O=C(NCC1COCCO1)c1ccc2nc(Cc3cccc(Cl)c3)oc2c1 (configuration not stated),2%,-15%,u
COc1ccccc1/C=C/C(=O)OCC(=O)Nc1ccc2c(c1)OCCO2,4%,2%,u
Clc1ccc(-c2csc(N3CCN(c4ccccc4)CC3)n2)cc1,0%,-14%,x
COc1ccc(-n2ncc(C(C)NS(=O)(=O)c3ccc(C)s3)c2C)cc1 (configuration not stated),-22%,u,-8%
Cc1cccc(-n2cc(C(=O)O)c(=O)cc2C)c1,-18%,-2%,0%
O=C(CCC(=O)OCC(=O)c1ccc([N+](=O)[O-])cc1)NC1CCCCC1,u,u,2%
CC(NS(=O)(=O)c1ccc(OCC(=O)NCc2ccccn2)cc1)c1ccccc1 (configuration not stated),-9%,u,0%
Cn1c(CCC(=O)OCC(=O)NCC(F)(F)F)nc(=O)c2ccccc21,-1%,4%,-8%
N#C/C(=C/c1ccc(F)cc1)c1nc(CCN2C(=O)c3ccccc3C2=O)cs1,u,u,-2%
COc1cccc(NC(=O)Nc2ccc(C(C)(C)C)cc2)c1,23µM*,u,-28%
CS(=O)CC(O)(c1ccc(F)cc1)C1CC1 (configuration not stated),-21%,-7%,x
O=C(NC1CCCC1)C1CC(=O)N(c2ccc(F)c(Cl)c2)C1 (configuration not stated),24%,0%,-4%
CN(C)c1ccc(C(C(=O)NC2CCCC2)N(Cc2cccnc2)C(=O)c2snc(C(N)=O)c2N)cc1 (configuration not stated),-25%,-9%,-1%
C=CCN1C(=O)C(Cc2ccc(OCC)cc2)S/C1=N\N=C\c1cccs1 (configuration not stated),u,u,4%
CC1Nc2ncnc(N3CCOCC3)c2N(Cc2ccccc2)C1=O (configuration not stated),-12%,-18%,-12%
Cc1cc(C)c(C)c(S(=O)(=O)Nc2ccccc2C(=O)O)c1C,8%,-3%,-1%
COc1ccc(NC(=O)N(C)C[C@H]2Oc3c(NC(=O)Nc4ccc5c(c4)OCO5)cccc3C(=O)N([C@H](C)CO)C[C@@H]2C)cc1,u,u,-4%
COc1ccccc1NC(=O)N(c1c(N)n(Cc2ccccc2)c(=O)[nH]c1=O)C1CCCC1,-15%,-16%,-8%
CCOC(=O)c1ccc2c(c1)N(CC#N)C(=O)C(C)(C)O2,-12%,u,1%
COc1ccc(NC(=S)N(CCN(C)C)C(C)c2ccncc2)cc1Cl (configuration not stated),-3%,2%,-15%
COc1ccccc1CN1CCCC(N2CCN(c3ccccc3OC)CC2)C1 (configuration not stated),-26%,-9%,1%
O=C(CSc1nnc(COc2ccc(Br)cc2)o1)N1CCOCC1,18µM*,-33%,1%
CCOC(=O)c1ccccc1NC(=O)c1ccccc1SC,u,u,-1%
O=C(/C=C/c1ccc(OCc2c(F)cccc2Cl)cc1)N1CCOCC1,u,u,-27%
Cc1nc2cc(-c3cccc(F)c3)nn2c(C)c1CCC(=O)NC1CCCCC1,5%,7%,-4%
Cc1ccc(F)c(NC(=O)c2c(-c3ccccc3)noc2C)c1,u,u,-2%
O=C(NCc1cccc(C(F)(F)F)c1)c1ccc(=O)[nH]c1,-16%,7%,-6%

# In a second layout: results already given
# Results follow in this order: TDP1 cell noCPT, DT40 TDP1 CPT, KAT2A inh
CC(NS(=O)(=O)c1ccc(OCC(=O)NCc2ccccn2)cc1)c1ccccc1 (configuration not stated)
    -9%, u, 0%
Cn1c(CCC(=O)OCC(=O)NCC(F)(F)F)nc(=O)c2ccccc21
    -1%, 4%, -8%
N#C/C(=C/c1ccc(F)cc1)c1nc(CCN2C(=O)c3ccccc3C2=O)cs1
    u, u, -2%
COc1cccc(NC(=O)Nc2ccc(C(C)(C)C)cc2)c1
    23µM*, u, -28%
CS(=O)CC(O)(c1ccc(F)cc1)C1CC1 (configuration not stated)
    -21%, -7%, x
O=C(NC1CCCC1)C1CC(=O)N(c2ccc(F)c(Cl)c2)C1 (configuration not stated)
    24%, 0%, -4%
CN(C)c1ccc(C(C(=O)NC2CCCC2)N(Cc2cccnc2)C(=O)c2snc(C(N)=O)c2N)cc1 (configuration not stated)
    -25%, -9%, -1%
C=CCN1C(=O)C(Cc2ccc(OCC)cc2)S/C1=N\N=C\c1cccs1 (configuration not stated)
    u, u, 4%
CC1Nc2ncnc(N3CCOCC3)c2N(Cc2ccccc2)C1=O (configuration not stated)
    -12%, -18%, -12%
Cc1cc(C)c(C)c(S(=O)(=O)Nc2ccccc2C(=O)O)c1C
    8%, -3%, -1%
COc1ccc(NC(=O)N(C)C[C@H]2Oc3c(NC(=O)Nc4ccc5c(c4)OCO5)cccc3C(=O)N([C@H](C)CO)C[C@@H]2C)cc1
    u, u, -4%
COc1ccccc1NC(=O)N(c1c(N)n(Cc2ccccc2)c(=O)[nH]c1=O)C1CCCC1
    -15%, -16%, -8%
CCOC(=O)c1ccc2c(c1)N(CC#N)C(=O)C(C)(C)O2
    -12%, u, 1%
COc1ccc(NC(=S)N(CCN(C)C)C(C)c2ccncc2)cc1Cl (configuration not stated)
    -3%, 2%, -15%
COc1ccccc1CN1CCCC(N2CCN(c3ccccc3OC)CC2)C1 (configuration not stated)
    -26%, -9%, 1%
O=C(CSc1nnc(COc2ccc(Br)cc2)o1)N1CCOCC1
    18µM*, -33%, 1%
CCOC(=O)c1ccccc1NC(=O)c1ccccc1SC
    u, u, -1%
O=C(/C=C/c1ccc(OCc2c(F)cccc2Cl)cc1)N1CCOCC1
    u, u, -27%
Cc1nc2cc(-c3cccc(F)c3)nn2c(C)c1CCC(=O)NC1CCCCC1
    5%, 7%, -4%

# The list continues:
SMILES,TDP1 cell noCPT,DT40 TDP1 CPT,KAT2A inh
CC1CN(S(=O)(=O)c2ccc(C(=O)NCCCn3ccnc3)cc2)CC(C)O1 (configuration not stated),u,-26%,1%
C=CCc1c(C)nc2nc(SCC(=O)Nc3ccc(OCC)cc3)nn2c1C,-21%,1%,-1%
COc1cc(OC)cc(C(=O)Nc2ccc(S(=O)(=O)N(C)C)cc2)c1,-12%,-12%,-1%
FCCCOc1ccc(CN2CCN(c3ccccc3F)CC2)cc1,-29%,-1%,-4%
Clc1cccc(CON/C=N/c2ncnc3sccc23)c1,10µM*,18µM*,0%
Cc1cc(C(F)F)n2ncc(C(=O)N3CCCCC3)c2n1,-10%,-18%,-3%
Cc1ccc2oc(=O)n(CCCOc3ccccc3C)c2c1,-19%,6%,-5%
Cc1c(NC(=O)C(C)OC(=O)c2cc(Cl)nc(Cl)c2)c(=O)n(-c2ccccc2)n1C (configuration not stated),16%,9%,1%
Cc1cc(C)n(-c2ccc(C(=O)OCC(=O)N3CCN(c4ccccc4)CC3)cc2)n1,u,-28%,-3%
O=C(Nc1ccc(N2CCN(c3ccccc3)CC2)c(F)c1)C1CC1,u,-1%,-3%
O=C(c1ccoc1)N1CCC2(CC1)Oc1ccc(Cl)cc1C(=O)C21CC(c2ccc(Cl)cc2)=NO1 (configuration not stated),u,21µM*,-6%
COc1ccccc1N1CCN(c2ccnc3cc(Cl)ccc23)CC1,4.6µM*,2.6µM*,-4%
CC1CCCN(c2nc3ccsc3c(=O)s2)C1 (configuration not stated),-12%,-1%,-10%
Cc1ccc2oc(C(=O)Nc3cc(C)on3)c(C)c2c1,5.8µM*,-7%,0%
OCCC1CN(Cc2cccn2-c2ccccn2)CCN1Cc1ccccc1 (configuration not stated),-13%,-7%,-5%
CC(C)NC(=O)NC(=O)COC(=O)c1ccc(NC(=O)CC#N)cc1,5%,2%,x
Cc1cc(SCC(=O)N2CCCC2=O)nc2c(C)cccc12,-22%,2%,-8%
O=C(O)CCC(=O)Nc1cccc2cccnc12,-11%,-8%,0%
O=C(CCSCc1ccccc1F)N1CCN(c2ccccn2)CC1,-22%,-17%,1%
O=C(Nc1ccn(Cc2c(F)c(F)c(F)c(F)c2F)n1)c1ccc(COc2ccccc2Cl)cc1,u,-18%,-6%
CCC(C)NC(=O)C1CCN(C(=O)c2ccccc2)CC1 (configuration not stated),1%,-2%,-13%
O=C(/C=C/c1ccc(Cl)cc1)NCc1ccncc1,u,-29%,-6%
Cc1cccc(C)c1OCC(=O)Nc1ccccc1C(F)(F)F,-8%,u,-1%
COc1ccc(NC(=O)CN(C)S(=O)(=O)c2ccc3c(c2)CC(C)N3C(C)=O)c(OC)c1 (configuration not stated),-13%,u,2%
Cc1ccc(NC(=O)CCn2cnc3ccccc3c2=O)cc1,-3%,-16%,-9%
CCOC(=O)c1[nH]c2ccc(OC)cc2c1NC(=O)CCN1CCSCC1,-30%,-14%,-16%
CC(C)(C)n1nnnc1C(c1cccnc1)N(Cc1ccccc1)Cc1ccco1 (configuration not stated),u,u,-3%
CC(C)(Oc1ccc(Cl)cc1)C(=O)OCC(=O)Nc1ncc(Cl)cc1Cl,10%,-15%,-9%
CCOc1nc(C)cc(C)c1S(=O)(=O)c1cccc(Cl)c1,-13%,-19%,1%
C/C(CCc1ccc2c(c1)OCO2)=N\NC(=S)NC(C)C,16µM*,18µM*,-12%
CCC(C)C(NC(=O)C1CCC(C)CC1)C(=O)Nc1ccc(OC)cc1OC (configuration not stated),-17%,u,0%
Cc1cccc2cc(CN(CC3CCCO3)C(=O)C3CC3)c(N(C)C)nc12 (configuration not stated),1%,-3%[9.04 µM],x
COc1ccc(C)cc1S(=O)(=O)Nc1cccc(-c2ccc(N3CCCC3)nn2)c1,-25%,-24%,-2%
CCOC(=O)C[C@H]1c2cc(F)ccc2S(=O)(=O)N1c1cccc(OC)c1,u,u,x
CC(C)(C)CC(C)(C)c1cc(Cc2cc(C(C)(C)CC(C)(C)C)cc(-n3nc4ccccc4n3)c2O)c(O)c(-n2nc3ccccc3n2)c1,-2%,6%,-4%
CSc1ccc(/C=N/NC(=O)c2cccs2)cc1,u,-40%,2%
C[C@H](CO)N1C[C@H](C)[C@@H](CN(C)C(=O)Nc2ccc(C(F)(F)F)cc2)Oc2c(NS(=O)(=O)c3ccccc3)cccc2C1=O,-26%,0%,2%
CNS(=O)(=O)c1ccc2c3c(cccc13)C(=O)N2,-13%,u,-23%
C[C@H](N)C(=O)O,-4%,1%,-10%
COc1ccc(C)cc1S(=O)(=O)N1CCc2ccccc2C1,u,-23%,-6%
COC(=O)c1ccccc1N/C=C/C(=O)c1ccc(Br)cc1,-6%,10%,-6%
CN1C(=O)N(C)C(c2ccccc2Cl)C2=C1CC(C)(C)CC2=O (configuration not stated),4%,14%,-2%
Cc1ccc(-c2nc(NCCN(C)C)c3ccccc3n2)cc1,u,-17%,-9%
O=C(NCc1ccc2c(c1)OCO2)c1ccc(NS(=O)(=O)c2ccc3c(c2)OCCO3)cc1,-27%,-17%,-2%
O=C(NC1CCN(S(=O)(=O)c2ccccc2)CC1)c1ccc(F)cc1,-11%,-4%,-2%

# Brought forward from above: 2 compounds, then new ones.
SMILES,TDP1 cell noCPT,DT40 TDP1 CPT,KAT2A inh
O=C(NCc1ccc2c(c1)OCO2)c1ccc(NS(=O)(=O)c2ccc3c(c2)OCCO3)cc1,-27%,-17%,-2%
O=C(NC1CCN(S(=O)(=O)c2ccccc2)CC1)c1ccc(F)cc1,-11%,-4%,-2%
Cc1noc(C(F)(F)F)c1C(=O)NNC(=O)c1cccc(C(F)(F)F)c1,-14%,0%,-18%
Cc1cc(C)cc(NC(=O)CCS(=O)(=O)c2ccc3c(c2)oc(=O)n3C)c1,-25%,-25%,0%
C[C@H]1COC(=O)[C@H](CC(=O)OC(C)(C)C)C/C=C\C[C@@H](CC(=O)N[C@@H](CO)Cc2ccccc2)C(=O)N1,u,u,-3%
O=C1NC[C@@H](CCCCN2C[C@H](Cc3ccc(O)cc3)N(CCc3ccccc3)C(=O)C2=O)N(CCc2ccccc2)C1=O,1%,0%,x
COc1ccccc1CNC(=O)Nc1nc(C(N)CCc2ccccc2)cs1 (configuration not stated),18µM*,18µM*,x
CCCCn1c(N)c(N(CCOC)C(=O)C2CCN(C(=O)c3ccc(Cl)cc3)CC2)c(=O)[nH]c1=O,-8%,15%,-1%
Cc1ccc(NC(=O)CSCC(=O)Nc2ccccc2C(=O)N2CCCCC2)cc1,-24%,0%,-4%
Cc1c(NC(=O)CSCc2ccco2)c(=O)n(-c2ccccc2)n1C,0%,2%,-5%
COc1ccc(Br)c(Cn2c(C)c(C(=O)N(C)Cc3ccc(F)cc3)sc2=O)c1,u,u,x
COc1cc2c(cc1OC)OC(C)(C)C=C2,-6%[9.04 µM],6%[9.04 µM],x
CCOc1ccc(NCC(=O)Nc2ccc(Cl)cc2C)cc1,u,u,-5%
CCn1c(C)nc2cc(S(=O)(=O)N3CCCCC3)ccc21,u,u,2%
